AmpC inh detg: qHTS Inhibitors of AmpC Beta-Lactamase (assay with detergent). Potency, µM (doses to about 114 µM), without a hit: top-dose activity change, negative = inhibition, most hits filed as inhibitors. AmpC hydrolysis of nitrocefin, absorbance 480 nm, 0.01% Triton. AID 485294, 2010. 370,000 tested, 0.041% active. P00811;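 note: potency is the fitted concentration of half-maximal effect; 0% = no-compound wells and -100% = no-enzyme wells; nearly all actives have a fitted effect of over 25% in size; some results filed as inactive show a strong effect at the top dose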
Target sequence (P00811 whole entry, looked up): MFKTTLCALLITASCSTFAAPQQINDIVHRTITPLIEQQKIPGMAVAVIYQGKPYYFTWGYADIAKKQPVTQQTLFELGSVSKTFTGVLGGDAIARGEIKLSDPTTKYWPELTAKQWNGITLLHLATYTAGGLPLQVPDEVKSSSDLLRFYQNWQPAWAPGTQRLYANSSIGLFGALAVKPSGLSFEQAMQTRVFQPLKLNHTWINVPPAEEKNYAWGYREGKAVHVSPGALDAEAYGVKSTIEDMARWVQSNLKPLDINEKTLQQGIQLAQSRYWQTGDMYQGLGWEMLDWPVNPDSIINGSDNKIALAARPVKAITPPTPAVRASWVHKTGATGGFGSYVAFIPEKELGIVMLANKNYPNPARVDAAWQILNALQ
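20 mM phosphate pH 7.0 + 0.01% (detergent screen) or 0.0001% Triton X-100; 5.3 nM AmpC reagent; cpd preinc 15 min RT; nitrocefin (800 uM stock) to start; A480 q20 s × 4 min; Activity was normalised to no-enzyme and no-compound control wells.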
HCMV antiviral: qHTS Assay for inhibitors of the human cytomegalovirus (HCMV). 410,000 tested, 4.5% active. HFF cells, HCMV-luciferase reporter, 72 h; hits give low values. activity change, negative = inhibition, % at 57.5 µM. AID 1259415, 2018; in the data active = activity change below about -60%; inconclusive = no clear call, values can overlap the other calls; inactive = above about -39%
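Compounds were evaluated in HFFs infected with an HCMV luciferase reporter virus (MOI 1 PFU/cell). Luciferase in lysates collected 72 h post infection served as the replication measure.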
AmpC no deterg: qHTS Inhibitors of AmpC Beta-Lactamase (assay without detergent). P00811. AmpC nitrocefin hydrolysis, absorbance 480 nm, 0.0001% Triton. Potency, µM (top dose mostly 57.1 µM), for the others: at the highest dose activity change, negative = inhibition, actives largely listed as inhibitors. 330,000 tested, 0.52% active;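 note: potency is the fitted concentration of half-maximal effect; plate controls were no compound for no effect and no enzyme for full effect; nearly all actives have a fitted effect of over 20% in size; some results filed as inactive show a strong effect at the top dose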
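20 mM phosphate pH 7.0 + 0.01% (detergent screen) or 0.0001% Triton X-100; 5.3 nM AmpC reagent; cpd preinc 15 min RT; nitrocefin (800 uM stock) to start; A480 q20 s × 4 min; Activity was normalised to no-enzyme and no-compound control wells.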
Tb PYK inh: qHTS of Trypanosoma Brucei Inhibitors; 410,000 tested, 0.12% active; TbPYK enzyme, Kinase-Glo Plus ATP luminescence, 45 min; Potency, µM (highest dose often 76.8 µM), for inactives: at the top dose activity, negative = inhibition, actives largely listed as inhibitors; pyruvate kinase (Trypanosoma brucei), Q57TT1; AID 624173, 2012; note: potency is the fitted concentration of half-maximal effect; nearly all actives have a fitted effect of over 50% in size
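Enzyme and substrate buffer are dispensed first and compound is pin-transferred. ADP at 130 uM final then starts the reaction, which runs 45 min at room temperature. Detection reagent is added for 10 min before luminescence is imaged.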
AMA1 RON2 block: qHTS for Inhibitors of AMA1-RON; Towards Development of Antimalarial Drug Lead: Primary Screen. 360,000 tested, 0.2% active. AlphaScreen AMA1-biotinylated RON2 peptide binding. Potency, µM (doses to about 58.2 µM), for inactives: top-dose activity change, negative = inhibition, usual class: inhibitors;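 note: potency is the fitted concentration of half-maximal effect; 0% = vehicle wells and -100% = peptide control; nearly all actives have a fitted effect of over 45% in size; some results filed as inactive show a strong effect at the top dose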
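AMA1 (3D7) with his tag at 25 nM final met compounds first, then biotinylated RON2 peptide at 25 nM; detection used donor plus acceptor beads, 10 µg/mL apiece, read by AlphaScreen after 30 min at room temperature.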
Sm TGR inh: qHTS Assay for the Inhibitors of Schistosoma Mansoni Peroxiredoxins; Potency, µM (titrated, usually from 114 µM), inactives show at the top dose activity change, negative = inhibition, actives largely listed as inhibitors; Schistosoma mansoni thioredoxin glutathione reductase (TGR), Q962Y6; AID 485364, 2010; 360,000 tested, 3% active; purified TGR, DTNB reduction, TNB absorbance 405 nm; note: potency is the fitted concentration of half-maximal effect; nearly all actives have a fitted effect of over 60% in size
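TGR 20 nM + NADPH 100 uM (dispensed conc.), cpd preinc 15 min RT; start with NADPH (500 uM addition) then DTNB (15 mM addition). Kinetic TNB absorbance, 405 nm filter. Four-parameter Hill fit across titration.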
LmPK inhibitor: qHTS Assay for Inhibitors of Leishmania Mexicana Pyruvate Kinase (LmPK). Q27686. purified LmPK, Kinase-Glo ATP luminescence, 1 h. Potency, µM (highest dose often 57.5 µM), without a hit: at the top dose activity change, negative = inhibition, actives largely listed as inhibitors. 290,000 tested, 0.37% active. AID 1721, 2009; note: potency is the fitted concentration of half-maximal effect
Target sequence (Q27686 whole entry, looked up): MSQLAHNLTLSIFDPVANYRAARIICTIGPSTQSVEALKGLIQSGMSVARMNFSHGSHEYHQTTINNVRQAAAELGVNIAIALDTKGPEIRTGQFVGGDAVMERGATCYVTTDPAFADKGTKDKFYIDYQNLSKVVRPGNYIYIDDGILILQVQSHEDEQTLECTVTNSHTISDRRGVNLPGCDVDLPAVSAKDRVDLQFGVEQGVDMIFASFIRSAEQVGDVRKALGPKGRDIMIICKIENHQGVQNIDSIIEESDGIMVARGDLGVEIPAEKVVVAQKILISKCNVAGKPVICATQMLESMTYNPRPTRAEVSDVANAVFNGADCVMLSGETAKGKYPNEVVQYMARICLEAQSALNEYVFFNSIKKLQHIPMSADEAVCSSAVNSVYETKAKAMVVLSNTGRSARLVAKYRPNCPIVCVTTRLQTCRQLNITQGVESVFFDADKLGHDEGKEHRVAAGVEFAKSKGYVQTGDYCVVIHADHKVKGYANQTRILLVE
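ATP generated from ADP (0.1 mM) and PEP (0.5 mM) by 0.1 nM LmPK over 1 h at room temperature (pH 7.2 imidazole buffer) was detected by coupled luciferase luminescence. Values were normalized to uninhibited and no-enzyme wells.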
* marks the source's active call; other numbers are inactive results; ? = inconclusive; · = no result given; & = joins results of further samples; [ ] = another dose, or the depositor's remark. Unless noted, calls come from the whole dose curve; as a rule, active = well fitted curve in the direction sought with a large enough effect; inconclusive = small, poorly fitted or top-dose-only effect, or another doubt; inactive = no such curve, though single readings can be large; an effect the other way counts as inactive or inconclusive. Unless noted, % is set by controls: 0 for no effect and ±100 for the full control effect.

Below each compound: Tb PYK inh	AMA1 RON2 block	HCMV antiviral	AmpC inh detg	LmPK inhibitor	AmpC no deterg	Sm TGR inh
O=C(O)CCC(=O)N1CCc2cc(S(=O)(=O)NCCc3ccc(Cl)cc3)ccc21
 : -1%	18%	·	-1%	-1%	-19%	-8%
Cc1noc(C)c1S(=O)(=O)Nc1ccc2c(c1)C(=O)N([C@@H](C)CO)C[C@H](C)[C@@H](CN(C)Cc1ccc(C(F)(F)F)cc1)OCCCC[C@H](C)O2
 : -15%	4%	3	·	·	·	·
COCCN(C(=O)COC(=O)/C=C/c1ccc2ccccc2n1)c1c(N)n(Cc2ccccc2)c(=O)[nH]c1=O
 : 3%	-8%	-26	-2%	4%	64%[activator]	-5%
Cc1noc(C)c1C(=O)OCC(=O)NCCc1ccc(Cl)cc1
 : -4%	15%	?	1%	9%	14%	20%[11.4 µM]
COc1ccccc1N1CCN(C(=O)Cn2ncc3c(=O)oc4ccccc4c32)CC1
 : 2%	·	6	0%	·	·	1%
CCOC(=O)c1cc(-c2ccccc2)n(CCC(=O)Nc2ccc(Cl)c(C(F)(F)F)c2)c1C
 : -4%[15.4 µM]	·	0	9%	·	·	17%
Cc1ccc(S(=O)(=O)N2CCCC2c2nc3ccccc3s2)cc1 (stereo not drawn)
 : 1%	0%	-17	-7%	4%	-8%	-1%
Cc1cc2c(ncn2C(C)C)c(N)c1C
 : ·	12%	-15	-4%	3%	?	-2%
Cc1cc(N2CCOCC2)nc(N2CCOCC2)n1
 : 6%	0%	38	0%&8%	3%&-5%	-20%&-11%	-1%&1%
Cc1ccc(N2CCN(C(=O)c3cccs3)CC2)c(C)c1
 : 5%	4%	4	?	-6%	-2%	-10%
Cc1ccc(NC(=O)COc2ccc(S(=O)(=O)N3CCOCC3)cc2)cc1
 : -9%	17%	-16	-12%	-6%	1%	-16%
Cc1cc(C)nc(CCNC(=O)c2cc(COc3ccc(F)cc3F)on2)n1
 : 3%	21%	-18	8%	4%	18%	0%
Cc1ccc(/C=C/c2onc(C)c2S(=O)(=O)N2CCC(C(=O)N3CCC(N(C)C(C)C)CC3)CC2)cc1
 : -5%	·	-101*	-5%	·	·	-5%
Cc1ccc(CCC(=O)Nc2ccc([N+](=O)[O-])cc2Cl)o1
 : 2%	-10%	-2	-4%	0%	-20%	?
CCOC(=O)C1=CC[C@@H](c2cc3cc(OC)ccc3n2C)N(S(=O)(=O)c2ccc(C)cc2)[C@H]1C(=O)OCC
 : 1%	0%	13	·	·	-11%	·
O=C(NC(=S)Nc1cccc2cccnc12)c1ccccc1
 : -12%	-2%	-5	-3%	1%	-3%	0%
CCOC(=O)CN1C(=O)S/C(=C/c2cc(C)n(-c3ccccn3)c2C)C1=O
 : -3%	-1%	4	-1%	4%	55%	0%
Cc1nnc(C)n1/N=C/c1cccc(Oc2ccccc2)c1
 : 0%	3%	107	-9%	1%	35%	-7%
O=C(NCc1ccco1)c1nc2ncccn2n1
 : -12%	0%	25	-3%	-2%	·	0%
CN(C)C1CN(Cc2cn(Cc3ccc(Cl)cc3)nn2)S(=O)(=O)C1 (stereo not drawn)
 : 2%	-3%	-2	·	·	·	·

Overlap with the part before: 2 compounds, then new ones.
Below each compound: Tb PYK inh	AMA1 RON2 block	HCMV antiviral	AmpC inh detg	LmPK inhibitor	AmpC no deterg	Sm TGR inh
O=C(NCc1ccco1)c1nc2ncccn2n1
 : -12%	0%	25	-3%	-2%	·	0%
CN(C)C1CN(Cc2cn(Cc3ccc(Cl)cc3)nn2)S(=O)(=O)C1 (stereo not drawn)
 : 2%	-3%	-2	·	·	·	·
CN(C(=O)CO/N=C/c1ccc(OC(F)F)cc1)C1CCS(=O)(=O)C1 (stereo not drawn)
 : -4%	-2%	-12	0%	-2%	-13%	-2%
COc1ccc(C(=O)Nc2nc3ccccc3c(=O)[nH]2)cc1
 : -2%	-10%	171	-11%	-1%	-21%	-12%
NC(Cc1ccc(Cl)cc1)c1csc(NC(=O)Nc2ccccc2)n1 (stereo not drawn)
 : -5%	90%[activator]	14	·	·	·	·
NC(=S)N=Nc1c(O)n(CC(=O)Nc2ccccc2)c2ccccc12
 : 6%	63%[activator]	-12	?	-7%	-22%	4%
COc1ccc(/C(O)=C2/C(=O)C(=O)N(CCCN(C)C)C2c2ccc(Cl)cc2)cc1OC (stereo not drawn)
 : 0%	14%	-15	·	·	·	·
COc1ccc(C(=O)CN2C(=O)NC3(CCCc4ccccc43)C2=O)cc1OC (stereo not drawn)
 : -17%	20%	23	-1%	7%	-19%	1%
Cc1ccccc1NS(=O)(=O)c1cc(C(=O)N2CCCC2)ccc1C
 : 5%	-4%	-13	-4%	4%	-7%	1%
COc1ccc(/C=C/C(=O)NCc2nc3ccccc3[nH]2)cc1OC
 : 0%	77%[activator]	-8	-1%	-5%	-26%	3%
O=C(NCc1ccco1)c1ccc(Oc2ccccc2)cc1
 : -4%	-5%	82	-5%	4%	-25%	?
CCOC(=O)[C@]12CCC=C1N(CCC1=CCCCC1)C(=O)[C@H](CC(=O)N1CCN(C(=O)c3ccco3)CC1)C2
 : -1%	-7%	7	·	·	·	·
O=C(NCCc1ccccc1)C(=O)N/N=C/c1ccccc1C(F)(F)F
 : 3%	11%	-20	-10%	10%	-15%	0%
O=C(N/N=C/c1cccnc1)c1ccccc1[N+](=O)[O-]
 : -11%	11%	3	?	4%	-7%	-3%
COc1ccc(S(=O)(=O)N2CCN(C(=O)c3cc4c(s3)CCCC4)CC2)cc1
 : -8%	-11%	3	-5%	·	-12%	-10%
COc1ccc(Nc2nc(Cl)nc(NCc3ccco3)n2)cc1
 : -2%	16%	66	-14%	-4%	-44%	4%
C/C(=N/NS(=O)(=O)c1ccc(C)cc1)[C@H]1C[C@@H]1c1ccccc1
 : 5%	0%	0	2%	-1%	-30%	?
C[C@H](NC(=O)CCC(=O)N1C[C@H]2C[C@H](C1)c1cccc(=O)n1C2)c1ccccc1
 : 4%	-2%	15	0%	-7%	-7%	10%
Cc1cccc(NC(=O)CSc2nc(C3CCCC3)nc3c2c(=O)n(C)c(=O)n3C)c1C
 : 3%	·	4	-7%	·	·	12%
c1ccc2c(CNCCN3CCOCC3)cccc2c1
 : -1%	-3%	26	-2%	0%	-9%	-4%
CCOc1ccc(-c2nc(SCC(=O)Nc3cc(F)ccc3F)n3[nH]c(=O)cc3n2)cc1
 : -8%	·	23	-8%	·	·	-5%
C[C@@H]1CN([C@H](C)CO)C(=O)c2c(c3ccccc3n2C)-c2ccccc2CO[C@H]1CN(C)Cc1ccc(Oc2ccccc2)cc1
 : 4%	-22%	-19	·	·	·	·
N#C/C(=C\c1ccccc1)C(=O)Nc1ccccn1
 : -1%	-5%	37	-4%	-5%	-6%	?
Cc1cc(C(=O)COC(=O)C2=NN(c3ccccc3)C(=O)CC2)c(C)n1CC(F)(F)F
 : 0%	-19%	14	0%	9%	34%	-12%
COc1cc(/C=C/C(=O)O)cc(S(=O)(=O)N2CCN(S(=O)(=O)c3ccc(Cl)cc3)CC2)c1OC
 : -3%	8%	-2	1%	-9%	-11%	0%
CC1CCN(C(=O)CSc2ccc(-c3cccnc3)nn2)CC1
 : -6%	-3%	4	-2%	-2%	-7%	0%
O=C(Nc1nccs1)c1ccccc1Br
 : 4%	-3%	16	3%	-4%	-9%	1%
O=C(CCN1CCN(Cc2ccccc2)CC1)Nc1ccc(OCc2ccccc2)cc1
 : 1%	-15%	15	6%	9%	126%[activator]	7%
COCCNC(=O)c1c[nH]c2ccc(S(=O)(=O)Nc3ccc(F)cc3F)cc2c1=O
 : -11%&4%	6%	-21&24	0%&-1%	4%	-15%	-1%&8%
Cc1ccc(C)c(OCCCNCc2ccccc2)c1
 : 4%	-14%	34	-1%	2%	-19%	-24%
CCOC(=O)CCC(=O)OCC(=O)NC(C)C1CC2CCC1C2 (stereo not drawn)
 : -7%	2%	-100*	4%	-3%	22%	5%
CCc1cccc(C)c1NC(=S)N1CCCC1C(=O)O (stereo not drawn)
 : -16%	-3%	-19	-7%	0%	-11%	8%
CC1(C)CC(=O)C=C(NCCO)C1
 : 5%	1%	-4	-14%	-1%	-8%	5%
CCN(CC)C(=O)c1ccc2nc(-c3ccccc3)c(-c3ccccc3)nc2c1
 : -6%	-7%	-24	-9%	1%	145%[activator]	-12%
COC(=O)c1sccc1NC(=O)CSc1ccccc1NC(=O)CNC(C)C
 : -2%	10%	-22	0%	-23%	-7%[2.29 µM]	3%
CCOC(=O)C1=C(COC(=O)COc2ccc(OCC)cc2)NC(=O)NC1C (stereo not drawn)
 : 2%	11%	-13	?	·	-1%	-18%
CN1CCN(C(=O)CCCOc2ccc(Cl)cc2Cl)CC1
 : -11%	-9%	0	2%	0%	79%[activator]	7%
CC1CCC2(CC1)NC(=O)N(CC(=O)Nc1cccc(S(=O)(=O)N3CCCCC3)c1)C2=O (stereo not drawn)
 : 1%	10%	-26	·	·	-17%	·
COC(=O)c1sc(SC)c2c1CC(C)(C)C/C2=N/O
 : -1%	-10%	-21	2%	10%	-32%	-5%
CCOC(=O)C1=C(COC(=O)CNC(=O)c2ccc(C)cc2)NC(=O)NC1C (stereo not drawn)
 : 5%	2%	1	-2%	-15%	-1%	-1%
O=C(Nc1ccc(Br)cc1)Nc1cnccn1
 : 1%	-5%	-22	1%	-6%	-23%	-23%
CCCCNC(=O)c1cn(CC)c2cc(N3CCN(C)CC3)c(F)cc2c1=O
 : -7%	-6%	10	4%	5%	46%	14%

Source: PubChem (National Center for Advancing Translational Sciences (NCATS))
